Imprint erasure – induces erasure of genomic imprints in mouse ES cells | mouse ES Peg3-LacZ reporter, beta-gal luminescence, 40 h | actives 0.02% (n = 110,000) | Potency, µM (series often up to 60.7 µM), for the others: at the highest dose activity change, positive = activation, usual class: activators | AID 1948;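 also: 0% = negative control wells on the plate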
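Imprint erasure is scored as LacZ activity from the silenced maternal Peg3 allele in feeder-free female ES cells cultured 40 h with LIF. Luminescence is normalized to in-plate negative controls and fitted to the Hill equation.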
p53ts 32C kill – cytotoxicity in p53ts cells at permissive temperature; H1299-p53A138V at 32C, ATP luminescence viability, 24 h; AID 924; actives 0.93% (n = 130,000); Potency, µM (highest dose often 46.1 µM), for the others: at the highest dose activity change, negative = cytotoxicity, usual class: cytotoxic;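 also: 0% = DMSO and -100% = full killing by reference compound; nearly all actives have a fitted effect of over 55% in size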
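Cells: H1299 p53ts (A138V), 600/well, pre-incubated 16–30 h at 37C. Cpd up to 46 uM, 24 h, 32C. Readout: ATPlite luminescence, 20 min RT. Normalization: DMSO vs tamoxifen 100 uM. AC50 by Hill equation.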
p53ts 39C kill – p53ts cell cytotoxicity, nonpermissive temperature; H1299-p53A138V viability at 39C, ATP luminescence, 24 h; Potency, µM (highest dose often 46.1 µM), without a hit: at the top dose activity change, negative = cell killing, actives largely listed as cytotoxic; actives 1.5% (n = 130,000); also: nearly all actives have a fitted effect of over 55% in size
IkB signaling – suppresses IkB signaling in ABC-DLBCL reporter cells. Potency, µM (top dose mostly 57.1 µM), inactives show at the top dose IkBa stabilization activation. ABC-DLBCL IkBa-CBG/CBR dual luciferase ratio, 4 h; response scale: scaled: untreated 0%, proteasome inhibitor 100%. actives 0.04% (n = 110,000); active = well fitted curve in the direction sought with a large enough effect in the signal ratio, not every such curve was filed as active; inconclusive = small, poorly fitted or top-dose-only effect, or a change in a side signal; the % refers to the signal ratio;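 also: the direction sought is a rising ratio; 0% = basal untreated cells and 100% = reference inhibitor full response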
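Luminescence ratio of IκBα-fused green versus native red beetle luciferase in OCI-Ly3 cells, 4 h post-doxycycline with compound; red signal alone, scaled from basal (0%) to zero light (-100%), flagged nonspecific or cytotoxic effects.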
Starred values were filed as active, the others as inactive; ? = inconclusive; · = not tested or not shown; [ ] = remark or other dose. Unless noted, calls follow the shape of the dose curve; as a rule, active = well fitted curve in the direction sought with a large enough effect; inconclusive = small, poorly fitted or top-dose-only effect, or another doubt; inactive = no such curve, though single readings can be large; an effect the other way counts as inactive or inconclusive. Unless noted, % is scaled to controls: 0 for no effect and ±100 for the full control effect; potency is read from the fitted curve at half-maximal effect.

A first look (3 entries):
SMILES	Imprint erasure	p53ts 32C kill	p53ts 39C kill	IkB signaling
CCCNC(=O)c1cc2nc(-c3ccccc3)cc(C(F)(F)F)n2n1	·	-5%	?	·
CCN1CCCC1CNC(=O)C(NC(=O)C1CCC(C)CC1)C(C)C (stereo unspecified)	9%	9%	8%	-0.7%
Cc1ccc(C(C)C)c(OCc2nnc3n2CCCCC3)c1	-3%	-8%	-21%	0.5%

This part in full (from the top)
SMILES	Imprint erasure	p53ts 32C kill	p53ts 39C kill	IkB signaling
CCCNC(=O)c1cc2nc(-c3ccccc3)cc(C(F)(F)F)n2n1	·	-5%	?	·
CCN1CCCC1CNC(=O)C(NC(=O)C1CCC(C)CC1)C(C)C (stereo unspecified)	9%	9%	8%	-0.7%
Cc1ccc(C(C)C)c(OCc2nnc3n2CCCCC3)c1	-3%	-8%	-21%	0.5%
CCc1cc2ccccc2nc1SCC(=O)Nc1cc(C)on1	-5%	?	-28%	-1.4%
CCN1C2=NCCCN2c2cc(C)c(C)cc21	-20%	-8%	3%	2.0%
CN(c1nc2ccccc2n2c(-c3ccco3)nnc12)S(=O)(=O)c1ccccc1	-9%	6%	2%	-1.6%
CCOC(=O)c1cccc(Nc2cc(-c3ccccc3)ncn2)c1	-7%[10.9 µM]	?	-16%	?
C=CCN(CC=C)C(=O)C1CCC(C(=O)N(CC=C)CC=C)CC1 (stereo unspecified)	15%	-5%	13%	0.3%
CCn1c(=O)c2cc(C(=O)NCCc3cc(OC)ccc3OC)sc2c2ccccc21	-9%[10.9 µM]	12%	-7%	0.5%
CC(C)(C)OC(=O)N1CCC(c2c(C(=O)NCCN3CCCC3)cnn2-c2ccc(Cl)cc2)CC1	-2%[10.9 µM]	-1%	-9%	-0.4%
O=C1CCCc2nc(N3CCN(c4ccccc4)CC3)ncc21	-5%	-6%	-6%	-0.4%
O=c1cc(-c2ccccc2)nc2cc(-c3ccc(F)cc3)[nH]n12	-37%[inhibitor][10.9 µM]	-20%	10µM*	?
CCC(C)Sc1oc(-c2ccco2)nc1S(=O)(=O)c1ccc(C)cc1 (stereo unspecified)	-17%[10.9 µM]	24%	12%	0.8%
COc1ccccc1CNC(=O)c1ccc2nc(N3CCCCC3)sc2c1	-5%[10.9 µM]	-3%	?	0.1%
CCc1ccc(N2CC(C(=O)NCc3ccco3)CC2=O)cc1 (stereo unspecified)	·	10%	18%	·
COc1cccc(CSc2nc3cc(OC)c(OC)cc3c3nc(CCn4nc(C)cc4C)nn23)c1	-8%[10.9 µM]	8%	28%	-1.9%
CSC1=NC2(CCN(C(=O)NC3CCCCC3)CC2)N=C1c1ccc(C)c(C)c1	9%[10.9 µM]	-7%	-3%	?
COc1ccc(CC(=O)NC2CC(=O)N(c3ccc(C)c(C)c3)C2)cc1OC (stereo unspecified)	-11%[10.9 µM]	-3%	-16%	?
COCCN(C(=O)c1ccco1)c1nnc(-c2ccc(OC)c(OC)c2)s1	·	11%	8%	·
CC1CCN(C(=O)CSc2nnc(CNC(=O)c3ccco3)o2)CC1	3%	-10%	12%	-0.9%
CCN(CC)C(=O)CSc1nc2ccccc2c(=O)n1-c1ccccc1OC	-1%	15%	20%	-5.0%
O=C(Cn1nc(C(F)(F)F)c2c1CCC2)Nc1ccccc1C(F)(F)F	·	4%	19%	·
CCC1CCC(C(=O)NC(C(=O)NCCN(CC(C)C)CC(C)C)C(C)C)CC1 (stereo unspecified)	-8%[10.9 µM]	8%	-23%	-1.8%
O=C(NCCc1ccc(Cl)cc1)c1ccc(Cn2c(=O)c3cccn3c3cccnc32)cc1	-9%[10.9 µM]	-10%	-29%	6.4%
COc1ccc(-n2c(SCc3nc(-c4ccc(C)cc4)no3)nnc2-c2ccncc2)cc1	-7%[10.9 µM]	-4%	0%	?
Cc1c(-c2nc(N)nc(C3CC3)c2C)nc(N)nc1C1CC1	-11%[10.9 µM]	4%[9.22 µM]	-9%[9.22 µM]	1.1%[11.4 µM]
CN(C(=O)c1cccnc1)c1nnc(-c2ccccn2)s1	·	-12%	-4%	-0.7%
COc1ccccc1-c1cc(C(=O)NCCN2CCOCC2)no1	-17%	-9%	-6%	13%
COCC(=O)N(C)c1nnc(-c2ccccn2)s1	-34%[inhibitor]	-6%	-2%	-2.0%
CCN(C(=O)C1CCC(CNS(=O)(=O)c2cccc3nsnc23)CC1)c1ccc(C)c(C)c1 (stereo unspecified)	-7%[10.9 µM]	54%[activator]	?	?
COc1ccc(OC2C=CC(C#Cc3ccc(C(C)(C)C)cc3)OC2CO)cc1 (stereo unspecified)	·	-19%[9.22 µM]	?	·
COCCNS(=O)(=O)c1ccc(OCC(=O)OC)c(Cl)c1	2%	-7%	0%	0.4%
CCOc1ccc(CC(=O)NCC(c2cccs2)S(=O)(=O)c2ccc(F)c(C)c2)cc1 (stereo unspecified)	-11%[10.9 µM]	3%	-16%	?
Cc1cc(NC(=O)C2CCCCC2C(=O)O)no1 (stereo unspecified)	12%	0%	21%	0.6%
CCc1ccc(CNC(=O)C2CCN(c3nc4ccccc4nc3C(F)(F)F)CC2)cc1	-1%[10.9 µM]	4%	-2%	-1.8%
Cn1c(=O)c2c(nc(CN3CCN(c4ccccc4F)CC3)n2Cc2ccc(F)cc2)n(C)c1=O	-12%[10.9 µM]	8%	3%	-1.7%
Cc1ccsc1CCN1C(=O)N(c2ccccc2)C(=O)C1CC(=O)Nc1ccc(Cl)cc1 (stereo unspecified)	-8%[10.9 µM]	-19%	-14%	?
CCOC(=O)CCN1C(=O)[C@H]2[C@H]3[C@H](O)[C@H](O)C/C(=N/OCc4ccccc4)[C@@H]3CC[C@@H]2C1=O	·	2%[9.22 µM]	-7%[9.22 µM]	·
O=C1CSC(=NC2CCCCC2)N1	-12%	-2%	-4%	5.6%
CC1(C)O[C@@H]2O[C@H]([C@@H]3COC(C)(C)O3)[C@H](N)[C@H]2O1	-3%[10.9 µM]	4%[9.22 µM]	0%[9.22 µM]	0.6%[11.4 µM]
O=C(CCN1C(=O)COc2ccccc21)NCc1cccs1	-8%	0%	6%	-1.4%
COc1cccc(N(CC(=O)O)S(=O)(=O)c2ccccc2)c1	-10%	2%	-2%	2.1%
CCOC(=O)N1CCc2c(sc3c2c(=O)n(-c2ccc(F)cc2)c(=O)n3CC(=O)c2ccc(Cl)cc2)C1	-17%[10.9 µM]	-1%	2%	2.2%
CCc1c(C)n([O-])c2c([n+]1=O)CCCCC2	0%	0%	-2%	-0.7%
Cc1ccc(SCCC(=O)NCC2CCCO2)cc1 (stereo unspecified)	-8%	-3%	12%	-1.9%
CN1C(=O)N(C)C2C1N(CN1CCCCC1)C(=O)N2CN1CCCCC1 (stereo unspecified)	6%	-3%	15%	0.2%
Nc1ccccc1C#CCCCCO	-10%	-2%	-32%	·
COc1ccc(CNC(=O)Cn2c(=O)nc(-c3ccccc3)c3cc(Cl)ccc32)cc1OC	16%[10.9 µM]	-15%	-4%	?
Cc1cscn1	1%	-16%[1.84 µM]	0%	0.2%
CNC(=O)C1CCC(Cn2c(=O)c3sccc3n(CC(=O)NCc3cccc(OC)c3)c2=O)CC1 (stereo unspecified)	-6%[10.9 µM]	-1%	-12%	-1.9%
CCOC(=O)c1cnc(N2CCN(c3ccc(OC)cc3)CC2)c2ccccc12	-6%[10.9 µM]	5%	-10%	?
Cc1ccc(NC(=O)CN2C(=O)CCSc3ccccc32)c(C)c1	-11%[10.9 µM]	-4%	-22%	-0.4%
O=C1OCCC1Sc1nc2cc(Cl)ccc2s1 (stereo unspecified)	-6%	5%	-1%	0.2%
O=C(CSc1nnc(Cn2c(=O)sc3ccccc32)n1-c1ccccc1)NCC1CCCO1 (stereo unspecified)	0%	2%	10%	2.4%
O=C(CNC(=O)Cn1ccc2ccccc2c1=O)NCCCN1CCN(c2cccc(Cl)c2)CC1	-2%	8%	-22%	1.4%
COc1cc(C(CC(=O)NCc2ccc(F)cc2)N2Cc3ccccc3C2=O)cc(OC)c1OC (stereo unspecified)	4%[10.9 µM]	6%	-8%	0.5%
CCOC(=O)c1sc(=S)n(-c2cccc(OC)c2)c1N	-7%	1%	3%	-0.9%
CCCN1C(=O)c2[nH]nc(-c3ccccc3O)c2C1c1ccc(OCc2ccccc2)c(OCC)c1 (stereo unspecified)	-36%[inhibitor][10.9 µM]	19%	-13%	?
O=C(c1ccco1)N1CCC2(CC1)CCN(c1ncccn1)CC2	·	-3%	-5%	2.0%[11.4 µM]
COc1ccc(Nc2nc(Nc3ccc(OC)cc3OC)nc(N3CCOCC3)n2)c(OC)c1	22%[10.9 µM]	-3%	-6%	-0.3%

The results go on.
SMILES	Imprint erasure	p53ts 32C kill	p53ts 39C kill	IkB signaling
COc1ccc(C2C(=O)N(C3CCCCC3)CC(=O)N2Cc2ccccc2Cl)cc1OC (stereo unspecified)	-4%[10.9 µM]	5%	-6%	-0.7%
COc1ccc(-c2cn3c(n2)sc2cc(C(=O)NC4CCCc5ccccc54)ccc23)cc1 (stereo unspecified)	-13%[10.9 µM]	6%	-13%	?
CCOC(=O)c1c(-c2ccccc2)csc1NC(=O)c1cc(-c2ccc(Cl)cc2)on1	-5%[10.9 µM]	6%	14%	?
Cc1cc(N2CCC(C)CC2)n2ncc(-c3ccccc3)c2n1	-20%	?	?	?
Cc1cc2nn(-c3ccccc3)nc2cc1NC(=O)c1cccc2c(Cl)cccc12	9%[10.9 µM]	-11%	11%	-0.7%
CCOC(=O)C1(C)C=C(Nc2cccc(C(=O)O)c2)C(=O)N1c1cccc(C(=O)O)c1 (stereo unspecified)	-12%[10.9 µM]	0%	7%	?
Cc1n[nH]c(=O)nc1NCC1CCCO1 (stereo unspecified)	2%	3%	14%	-1.3%
CCN(c1ccccc1)C(CNS(=O)(=O)c1ccccc1)c1ccccc1 (stereo unspecified)	-12%[10.9 µM]	23%	?	1.7%
COC(=O)c1c(C)[nH]c(C(=O)C(C)Sc2nnc(-c3cc(OC)c(OC)c(OC)c3)o2)c1C (stereo unspecified)	-9%	-8%	0%	0.2%
Cc1ccc(-n2c(=O)c3c(cnn3C)n(Cc3ccc(Cl)cc3)c2=O)cc1	21%[10.9 µM]	4%	0%	1.7%
COc1ccc(NC(=O)CSc2nccn2Cc2ccco2)c(OC)c1	-4%[10.9 µM]	9%	?	2.6%
CCOC(=O)/N=C(/NC(=O)Nc1ccc(C(=O)OCC)cc1)OC	-8%	3%	3%	-0.6%
CCCC(OC(=O)CN1C(=O)COc2ccccc21)C(=O)NC1CCCC1 (stereo unspecified)	10%	1%	-4%	-1.1%
CC(=O)c1ccc(N2CCN(C(=O)c3ccc(OCc4c(C)noc4C)cc3)CC2)cc1	-12%	-2%	-19%	2.5%
COc1cc(S(=O)(=O)N(C)C)ccc1F	-2%	6%	1%	-4.2%
O=C(CS(=O)(=O)Cc1ccccc1)Nc1ncccn1	-2%	2%	3%	-1.1%
Cc1cc2c(cc1S(=O)(=O)NCc1ccccc1Cl)OCC(=O)N2	-13%[10.9 µM]	-3%	1%	0.6%
O=c1c2ccccc2n2c(-c3ccccc3F)nnc2n1CCc1ccccc1	-6%[10.9 µM]	7%	8%	?
CSCCNC(=O)c1ccc(C(C)(C)C)cc1	-58%[inhibitor]	10µM*	?	-2.7%
CNC(=S)NNC(=O)COc1cccc(C)c1C	·	15%	-1%	·
Cc1nc(-c2ccc(Cl)cc2)sc1CCNC(=O)c1cccs1	5%[10.9 µM]	-3%	5%	?

Three compounds already listed, ordered by length of the SMILES, low to high.
SMILES	Imprint erasure	p53ts 32C kill	p53ts 39C kill	IkB signaling
O=C(CS(=O)(=O)Cc1ccccc1)Nc1ncccn1	-2%	2%	3%	-1.1%
Cc1cc2c(cc1S(=O)(=O)NCc1ccccc1Cl)OCC(=O)N2	-13%[10.9 µM]	-3%	1%	0.6%
O=c1c2ccccc2n2c(-c3ccccc3F)nnc2n1CCc1ccccc1	-6%[10.9 µM]	7%	8%	?

Fetched one by one from the list above (4):
SMILES	Imprint erasure	p53ts 32C kill	p53ts 39C kill	IkB signaling
O=C(CS(=O)(=O)Cc1ccccc1)Nc1ncccn1	-2%	2%	3%	-1.1%
Cc1nc(-c2ccc(Cl)cc2)sc1CCNC(=O)c1cccs1	5%[10.9 µM]	-3%	5%	?
Cc1cc2c(cc1S(=O)(=O)NCc1ccccc1Cl)OCC(=O)N2	-13%[10.9 µM]	-3%	1%	0.6%
CNC(=S)NNC(=O)COc1cccc(C)c1C	·	15%	-1%	·

Compound activity (PubChem BioAssay)
